From PubChem
WRN helicase inh: blocks human WRN helicase. Q14191. WRN helicase unwinding, fluorescent forked duplex, kinetic. Potency, µM (titrated, usually from 114 µM), without a hit: top-dose activity change, negative = inhibition, usual class: inhibitors. hit rate 0.46% among 360,000; note: potency is the fitted concentration of half-maximal effect; % is set by controls: 0 for no effect and ±100 for the full control effect; nearly all actives have a fitted effect of over 55% in size
Target sequence (Q14191 whole entry, looked up): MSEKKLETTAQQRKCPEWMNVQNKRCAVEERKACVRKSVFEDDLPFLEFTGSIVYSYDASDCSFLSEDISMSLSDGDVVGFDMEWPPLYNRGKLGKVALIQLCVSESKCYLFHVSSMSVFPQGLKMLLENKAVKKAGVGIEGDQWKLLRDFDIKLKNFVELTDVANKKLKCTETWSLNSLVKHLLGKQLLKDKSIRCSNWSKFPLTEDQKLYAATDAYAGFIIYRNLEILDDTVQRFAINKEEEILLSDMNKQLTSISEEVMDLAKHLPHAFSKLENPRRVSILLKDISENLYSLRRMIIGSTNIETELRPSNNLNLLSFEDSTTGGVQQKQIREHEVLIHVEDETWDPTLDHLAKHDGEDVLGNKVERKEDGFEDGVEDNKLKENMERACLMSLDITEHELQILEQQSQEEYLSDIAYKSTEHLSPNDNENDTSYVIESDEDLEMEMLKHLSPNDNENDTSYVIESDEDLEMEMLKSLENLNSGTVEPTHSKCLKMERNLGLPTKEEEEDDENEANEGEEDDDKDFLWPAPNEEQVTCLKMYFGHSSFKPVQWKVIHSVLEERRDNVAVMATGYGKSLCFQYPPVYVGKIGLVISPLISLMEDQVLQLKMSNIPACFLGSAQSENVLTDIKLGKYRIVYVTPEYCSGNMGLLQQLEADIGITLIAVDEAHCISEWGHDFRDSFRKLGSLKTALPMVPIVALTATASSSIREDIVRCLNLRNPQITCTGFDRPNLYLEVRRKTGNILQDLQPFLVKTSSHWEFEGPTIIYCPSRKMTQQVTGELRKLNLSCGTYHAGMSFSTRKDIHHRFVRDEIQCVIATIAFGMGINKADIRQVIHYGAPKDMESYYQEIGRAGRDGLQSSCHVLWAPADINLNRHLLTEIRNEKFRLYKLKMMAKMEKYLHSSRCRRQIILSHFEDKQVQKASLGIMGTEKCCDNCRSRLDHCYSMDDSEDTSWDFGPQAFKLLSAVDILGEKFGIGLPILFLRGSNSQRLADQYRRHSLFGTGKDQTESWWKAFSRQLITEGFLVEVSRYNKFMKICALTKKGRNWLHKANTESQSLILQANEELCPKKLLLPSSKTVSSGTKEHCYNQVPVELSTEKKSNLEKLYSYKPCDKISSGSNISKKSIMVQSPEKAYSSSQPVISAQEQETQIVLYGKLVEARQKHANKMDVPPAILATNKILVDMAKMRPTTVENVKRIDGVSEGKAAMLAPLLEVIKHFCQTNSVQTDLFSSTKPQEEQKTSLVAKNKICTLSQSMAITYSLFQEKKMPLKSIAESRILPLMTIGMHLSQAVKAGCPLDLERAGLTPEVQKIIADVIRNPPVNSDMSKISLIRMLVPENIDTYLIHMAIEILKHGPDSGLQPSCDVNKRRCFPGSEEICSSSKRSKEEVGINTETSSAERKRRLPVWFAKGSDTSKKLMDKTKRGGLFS
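Kinetic red-fluorescence monitoring (525/598 nm) tracks WRN helicase activity after 100 nM fluorophore-quencher forked duplex and 2 mM ATP are added to 20 nM enzyme pretreated 15 min at room temperature with compound.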
D3 ag: D3 dopamine receptor (human) agonism; P35462; D3R DiscoveRx beta-arrestin cells, luminescence, 90 min; max activation, %; hit rate 0.58% among 410,000; AID 652048; in the data active = max activation above about 30%; note: 0% is about no effect; mostly tested at two doses, the higher about 12 µM
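Agonist-mode cell screen: cells plated at 1500/well and incubated overnight at 37 °C, then exposed to library compounds for 90 min at 37 °C. Detection reagent was added for 30–60 min at room temperature, and luminescence was read.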
IL2 activator: IL-2 activation; hit rate 0.065% among 360,000; IL-2 activation reporter assay, cell-based qHTS; stimulated with anti-CD3/CD4/CD28 beads; in transgenic mouse T cells; activation, % (series mostly up to about 46 µM); in the data active = activation above about 50%; inconclusive = mostly about 30% to 49%; note: 0% is about no effect
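Readout is EGFP and DsRed signal by fluorescent plate cytometry after 18 h at 37 degrees C. Transgenic mouse T cells (750/well) received compound for 60 min before bead stimulation (anti-CD3, anti-CD4, anti-CD28); memory T cells served as non-tolerant control.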
HEK293 tox: cytotoxicity in counter-screen for GLP-1R inverse agonists. HEK293 cAMP-luciferase reporter cells, luminescence, 24 h. Potency, µM (highest dose often 38.3 µM), inactives show at the top dose activity change, negative = inhibition, actives largely listed as inhibitors. hit rate 0.13% among 410,000;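 note: loss of luciferase light is scored as toxicity; potency is the fitted concentration of half-maximal effect; % is set by controls: 0 for no effect and ±100 for the full control effect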
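Here, cytotoxicity is scored as loss of luminescence. The MLSMR collection was tested on cells seeded in medium containing 10% Nu serum, with a 24 hr compound exposure preceded by 12 hours of culture.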
GLP1R inv ag: acts as inverse agonist at human GLP-1 receptor. hit rate 1.6% among 410,000. HEK293 GLP-1R CRE-luciferase, luminescence, 24 h; GLP-1R form is constitutively active. P43220. Potency, µM (doses to about 38.3 µM), inactives show at the top dose activity change, negative = inhibition, usual class: inhibitors; note: potency is the fitted concentration of half-maximal effect; % is set by controls: 0 for no effect and ±100 for the full control effect; nearly all actives have a fitted effect of over 55% in size
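qHTS in 1536-well format: reporter HEK293 cells expressing constitutive GLP-1R activity in DMEM + 10% Nu serum, 24 hr with compounds at 37 deg C, luminescence read after 12 min with detection reagent.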
PI5P4Ka inh: inhibitors of human PI5P4K alpha; P48426; PI5P4Kalpha enzyme, ADP-Glo luminescence, 60 min; stronger effect = lower value; max response, %; hit rate 1.2% among 330,000; active = max response of -50% or lower; inconclusive = between -30% and -50%; inactive = -30% or higher; note: value at the top dose of about 77 µM; % is set by controls: 0 for no effect and ±100 for the full control effect
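Reactions run in 0.038 M HEPES pH 7.4, 0.28 mM EGTA, 0.1% CHAPS and 5% DMSO, with PI5P4Kalpha, substrate, compound and 5 microM ATP final, one hour at room temperature. Readout is ADP-Glo luminescence.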
GLP1R ag: activates the human GLP-1 receptor; P43220; HEK293 GLP-1R CRE-luciferase, luminescence, 4-6 h; cells express a hypersensitive GLP-1R form; Potency, µM (top dose mostly 45.6 µM), for the others: at the highest dose activation, most hits filed as activators; hit rate 0.007% among 380,000; AID 624172; note: potency is the fitted concentration of half-maximal effect; % of control where 0% means no effect
PLK1 PBD block: PLK1 (human) polo-box domain binding inhibition; P53350; Plk1 PBD binding of FITC phosphopeptide, fluorescence polarization; Potency, µM, for the others: max response, negative = inhibition, usual class: inhibitors; hit rate 2.8% among 360,000; note: potency is the fitted concentration of half-maximal effect; series mostly up to about 57 µM; % is set by controls: 0 for no effect and ±100 for the full control effect; nearly all actives have a fitted effect of over 65% in size
DRD3 antagonist: blocks the human D3 dopamine receptor. P35462. D3R cells, DiscoveRx beta-arrestin luminescence, antagonist mode; stronger effect = lower value. max response, negative = inhibition, %. hit rate 2.5% among 360,000. AID 652054; in the data active = max response below about -50%; inconclusive = no clear call, values can overlap the other calls; note: % is set by controls: 0 for no effect and ±100 for the full control effect; mostly tested at two doses, the higher about 12 µM
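Cells plated overnight at 1500 cells/well, then exposed to library compounds with dopamine controls for 90 minutes at 37 degrees C. DiscoveRx reagent added for 30–60 minutes at room temperature; luminescence read, quantitative HTS format.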
The depositor's hits bear a star; & = joins results of further samples; [ ] = remark or other dose. Unless noted, calls come from the whole dose curve; as a rule, active = well fitted curve in the direction sought with a large enough effect; inconclusive = small, poorly fitted or top-dose-only effect, or another doubt; inactive = no such curve, though single readings can be large; an effect the other way counts as inactive or inconclusive.

CC1C(=O)N2CCCc3cc(NC(=O)C(=O)NCCCc4ccccc4)cc1c32 (stereo unspecified) was read as WRN helicase inh 1%, D3 ag -10, IL2 activator -4.3, HEK293 tox 3%, GLP1R inv ag 5%, PI5P4Ka inh 3, GLP1R ag 1%, PLK1 PBD block 5% and DRD3 antagonist -5.
Screening COc1ccc(NCc2nnc(SCC(=O)Nc3nc(-c4ccccc4)cs3)n2-c2ccccc2)cc1 returned WRN helicase inh -10%, D3 ag 0, IL2 activator 0.8, HEK293 tox inconclusive, GLP1R inv ag inconclusive, PI5P4Ka inh 1, GLP1R ag 7%, PLK1 PBD block -5% and DRD3 antagonist -19.
`CCOC(=O)c1c(NC(=O)Nc2cccc(Cl)c2)sc(C)c1C` gave WRN helicase inh -2%, D3 ag -4, IL2 activator -2.0, HEK293 tox 6%, GLP1R inv ag 5%, PI5P4Ka inh 6, GLP1R ag -1%, PLK1 PBD block 3% and DRD3 antagonist 12.
Cc1ccc[n+](-c2nc3ccccc3nc2[N-]S(=O)(=O)c2ccccc2)c1 was read as WRN helicase inh 3%, D3 ag -9, IL2 activator -2.2, HEK293 tox -16%, GLP1R inv ag -18%, PI5P4Ka inh 3, GLP1R ag 3%, PLK1 PBD block 5% and DRD3 antagonist 15.
For Cc1cccc(NC(=O)Cn2c(=O)n3nc(CCn4nc(C)cc4C)nc3c3ccccc32)c1 the results were WRN helicase inh 1%, D3 ag 23, IL2 activator -0.8, HEK293 tox -5%, GLP1R inv ag 0%, GLP1R ag -19%, PLK1 PBD block 3%&-2% and DRD3 antagonist 1.
Cc1ccc2nc(NC(=O)CCn3c(=O)sc4ccccc43)sc2c1 was read as WRN helicase inh 1%, D3 ag 1, IL2 activator -2.1, HEK293 tox 0%, GLP1R inv ag inconclusive, PI5P4Ka inh 10, GLP1R ag -2%, PLK1 PBD block -8% and DRD3 antagonist 32.
For O=[n+]1cc(-c2cccc3ccccc23)n([O-])c2c1CCC2 the results were WRN helicase inh 7%, D3 ag 7, IL2 activator 2.6, HEK293 tox -6%, GLP1R inv ag 3%, PI5P4Ka inh -2, GLP1R ag -6%, PLK1 PBD block -10% and DRD3 antagonist 4.
For CCOc1ccccc1NC(=O)C(OC(=O)c1cnccn1)c1ccccc1 (stereo unspecified) the results were WRN helicase inh 13%, D3 ag 2, IL2 activator -2.9, HEK293 tox 2%, GLP1R inv ag -8%, PI5P4Ka inh -1, GLP1R ag 0%, PLK1 PBD block -6% and DRD3 antagonist 29.
`COc1ccc(S(=O)(=O)NCC(=O)N(CC(=O)NCc2ccccc2)Cc2ccco2)cc1` gave WRN helicase inh 5%, D3 ag -5, IL2 activator -2.9, HEK293 tox 11%, GLP1R inv ag -20%, PI5P4Ka inh 3, GLP1R ag 12%, PLK1 PBD block -7% and DRD3 antagonist -7.
`COc1ccc(NC(=O)[C@@H](NC(=O)c2ccccc2F)C(C)C)cc1S(=O)(=O)N1CCOCC1` gave WRN helicase inh -6%, D3 ag -11, IL2 activator 2.3, HEK293 tox 2%[0.307 µM], GLP1R inv ag -1%[0.307 µM], PI5P4Ka inh -4, GLP1R ag -1%, PLK1 PBD block -7% and DRD3 antagonist -8.
Screening NC(N)=NS(=O)(=O)c1ccc(NC(=S)NC(=O)c2ccncc2)cc1 returned WRN helicase inh -5%, D3 ag -9, IL2 activator -0.5, HEK293 tox 4%, GLP1R inv ag 19%, PI5P4Ka inh 0, GLP1R ag 0%, PLK1 PBD block -9% and DRD3 antagonist inconclusive.
`CC(=O)N1c2ccc(S(=O)(=O)NCCC(=O)NC3CCCC(C)C3C)cc2CC1C` (stereo unspecified) gave WRN helicase inh -3%, D3 ag -1, IL2 activator 0.8, HEK293 tox -7%, GLP1R inv ag 10%, PI5P4Ka inh 3, GLP1R ag 0%, PLK1 PBD block 0% and DRD3 antagonist 14.
Screening COc1cc2c(cc1OC)C(C(=O)Nc1cc(C)c(OC)c(C)c1)CC(=O)N2 (stereo unspecified) returned WRN helicase inh -1%, D3 ag -7, IL2 activator 2.4, HEK293 tox -7%, GLP1R inv ag -9%, PI5P4Ka inh -5, GLP1R ag 3%, PLK1 PBD block inconclusive and DRD3 antagonist -2.
For COc1ccc(N2C(=O)CC(N3CCN(S(=O)(=O)c4cc(C)ccc4C)CC3)C2=O)cc1 (stereo unspecified) the results were WRN helicase inh 1%, D3 ag 6, IL2 activator 1.8, HEK293 tox -2%, GLP1R inv ag 2%, PI5P4Ka inh 6, GLP1R ag 8%, PLK1 PBD block 0% and DRD3 antagonist 7.
`O=C1OC(c2ccccc2)c2ccccc21` (stereo unspecified) gave WRN helicase inh 5%, D3 ag 4, IL2 activator -1.3, HEK293 tox -6%, GLP1R inv ag 6%, PI5P4Ka inh 1, GLP1R ag 6%, PLK1 PBD block -7% and DRD3 antagonist -14.
Screening COc1ccc(C)cc1NC(=O)CN(C)S(=O)(=O)c1ccc2c(c1)n(C)c(=O)c(=O)n2C returned WRN helicase inh 7%, D3 ag -1, IL2 activator 1.0, HEK293 tox 8%, GLP1R inv ag 18%, PI5P4Ka inh -4, GLP1R ag -3%, PLK1 PBD block 2% and DRD3 antagonist 4.
Screening CSCCNC(=O)C1(C)CCN1C(=O)c1sccc1C (stereo unspecified) returned WRN helicase inh -1%[57.1 µM], D3 ag 4, IL2 activator -0.5, HEK293 tox 0%, GLP1R inv ag 14%, PI5P4Ka inh 0, GLP1R ag 5%, PLK1 PBD block -6% and DRD3 antagonist 6.
COc1ccc(N(CC(=O)NCc2ccco2)S(=O)(=O)c2ccc(C)cc2)cc1OC was read as WRN helicase inh 5%, D3 ag 14, IL2 activator -0.8, HEK293 tox 1%, GLP1R inv ag 5%, PI5P4Ka inh -6, GLP1R ag 1%, PLK1 PBD block -13% and DRD3 antagonist -13.
For O=C(/C=C/c1ccccc1)NCC(=O)N/N=C/c1ccco1 the results were WRN helicase inh 3%, D3 ag -3, IL2 activator 0.0, HEK293 tox -13%, GLP1R inv ag 24%, PI5P4Ka inh -6, GLP1R ag 0%, PLK1 PBD block -5% and DRD3 antagonist -2.
Screening CCNC(=S)N=Nc1c(O)n(Cc2ccc(Cl)cc2)c2ccccc12 returned WRN helicase inh 2%, D3 ag -8, IL2 activator -6.6, HEK293 tox -7%, GLP1R inv ag inconclusive, PI5P4Ka inh 0, GLP1R ag 9%, PLK1 PBD block -15% and DRD3 antagonist -12.
Cc1nn(-c2ccccc2)c(N)c1N=Nc1cccnc1 was read as WRN helicase inh -11%, D3 ag 1, IL2 activator -0.5, HEK293 tox -1%, GLP1R inv ag 66%[activator], PI5P4Ka inh 1, GLP1R ag inconclusive, PLK1 PBD block -1% and DRD3 antagonist -10.
Oc1ccccc1C1=Nc2ncnn2C(c2ccccc2)C1 (stereo unspecified) was read as WRN helicase inh -12%, D3 ag -6, IL2 activator -0.5, HEK293 tox 14%, GLP1R inv ag 62%[activator], GLP1R ag 3%, PLK1 PBD block -16% and DRD3 antagonist -27.
Screening Oc1ccccc1Cn1nnc2ccccc21 returned WRN helicase inh 2%, D3 ag -5, IL2 activator 1.2, HEK293 tox -8%, GLP1R inv ag 5%, PI5P4Ka inh -2, GLP1R ag 18%, PLK1 PBD block -5% and DRD3 antagonist 17.
`CCc1nc2c(OCc3cc(Cl)cc(Cl)c3)cccn2c1N(C)C(=O)c1cccc(OC)c1` gave WRN helicase inh -9%, D3 ag 4, IL2 activator -0.6, HEK293 tox -1%, GLP1R inv ag inconclusive, PI5P4Ka inh 7, GLP1R ag -5%, PLK1 PBD block -3% and DRD3 antagonist 1.
For COc1cc(NS(=O)(=O)c2ccc(Cl)cc2)c(C(=O)O)cc1OC the results were WRN helicase inh -17%, D3 ag 2, IL2 activator -0.2, HEK293 tox -4%, GLP1R inv ag 0%, PI5P4Ka inh 3, GLP1R ag -5%, PLK1 PBD block -9% and DRD3 antagonist 11.
For C=CCn1c(SCC(=O)NC(=O)c2cccc([N+](=O)[O-])c2)nnc1-c1ccccc1 the results were WRN helicase inh -34%, D3 ag -13, IL2 activator -0.2, HEK293 tox 73%[activator], GLP1R inv ag 15%, PI5P4Ka inh 2, GLP1R ag 12%, PLK1 PBD block -19% and DRD3 antagonist 0.
`COc1ccc(NC(=O)CN2CCCN(S(=O)(=O)c3ccc(F)cc3)CC2)c(OC)c1` gave WRN helicase inh 1%, D3 ag 9, IL2 activator 0.1, HEK293 tox 2%, GLP1R inv ag 6%, PI5P4Ka inh -1, GLP1R ag 20%, PLK1 PBD block -8% and DRD3 antagonist 4.
For COC(=O)c1cc(S(=O)(=O)NCCc2cccc(C)c2)cn1C the results were WRN helicase inh -14%, D3 ag -6, IL2 activator -0.9, HEK293 tox -1%, GLP1R inv ag -6%, PI5P4Ka inh -4, GLP1R ag 8%, PLK1 PBD block -20% and DRD3 antagonist 8.
Screening CS(=O)(=O)N(Cc1ccccc1)c1ccc(C(=O)NC2CCCCC2O)cc1 (stereo unspecified) returned WRN helicase inh -14%, D3 ag 0, IL2 activator -0.2, HEK293 tox -7%, GLP1R inv ag 7%, PI5P4Ka inh 3, GLP1R ag 1%, PLK1 PBD block -1% and DRD3 antagonist -19.
COC(=O)CCC(=O)c1oc2ccc(OC)cc2c1N was read as WRN helicase inh -7%, D3 ag 6, IL2 activator 1.2, HEK293 tox 3%, GLP1R inv ag -24%, PI5P4Ka inh -4, GLP1R ag -12%, PLK1 PBD block -1% and DRD3 antagonist 17.

An excerpt from above in order of molar mass, ascending.
For O=C(/C=C/c1ccccc1)NCC(=O)N/N=C/c1ccco1 the results were WRN helicase inh 3%, D3 ag -3, IL2 activator 0.0, HEK293 tox -13%, GLP1R inv ag 24%, PI5P4Ka inh -6, GLP1R ag 0%, PLK1 PBD block -5% and DRD3 antagonist -2.
For COc1cc(NS(=O)(=O)c2ccc(Cl)cc2)c(C(=O)O)cc1OC the results were WRN helicase inh -17%, D3 ag 2, IL2 activator -0.2, HEK293 tox -4%, GLP1R inv ag 0%, PI5P4Ka inh 3, GLP1R ag -5%, PLK1 PBD block -9% and DRD3 antagonist 11.
`CCc1nc2c(OCc3cc(Cl)cc(Cl)c3)cccn2c1N(C)C(=O)c1cccc(OC)c1` gave WRN helicase inh -9%, D3 ag 4, IL2 activator -0.6, HEK293 tox -1%, GLP1R inv ag inconclusive, PI5P4Ka inh 7, GLP1R ag -5%, PLK1 PBD block -3% and DRD3 antagonist 1.
